# Screening results: PubChem, Broad Institute
# LGR2 antag: Drosophila LGR2 receptor signaling inhibition; inhibition, % at 9.99 µM; HEK293 LGR2, CRE-luciferase, bursicon-stimulated, 4 h; AID 720647; actives 0.35% (n = 380,000);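 active = drop in luminescence signal, shown as inhibition above about 50% in the replicate tests, limit read from the data, passing the limit was not always enough; inconclusive = probably only some replicates passing the limit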;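 note: agonist challenge used bursicon conditioned medium at about half maximal strength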
# PGC1a acetyl inh: lowers PGC1a acetylation signal in U2OS cells; inhibition, % at 15.6 µM; AID 651687; AlphaScreen anti-acetyl-lysine; with virally co-expressed GCN5 acetyltransferase; actives 0.17% (n = 350,000);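 active = every replicate shows inhibition of at least 40%; inconclusive = mean inhibition at least 40% but some replicate below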;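 note: 0% = neutral control wells and 100% = positive control wells; some results beyond the cut were filed as inactive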
# C2C12 statin: suppression of simvastatin myotoxicity; actives 0.78% (n = 330,000); C2C12 myotubes + simvastatin, ATP luminescence, 48 h; scaled: DMSO 0, geranylgeraniol control 100; rescue of ATP level, % at 7.49 µM; AID 602340;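 active = mean ATP rescue above about 67%, or every replicate alone reaching that limit, limit read from the data, passing the limit was not always enough; inconclusive = no clear call, values can overlap the other calls; inactive = mean under the limit and some replicate under it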;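 note: myotubes were challenged with 10 µM simvastatin during compound exposure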
# PglD DTNB: blocks C. jejuni PglD acetyltransferase activity | purified PglD enzyme, DTNB colorimetric CoA detection | actives 0.098% (n = 360,000) | inhibition, % at 12.5 µM; in the data active = inhibition above about 16%, passing the limit was not always enough; inconclusive = no clear call, values can overlap the other calls; note: strong numbers were not always called active
# ARNT-TACC3 inh: ARNT/TACC3 interaction disruption | Q9Y6A5 | AlphaScreen His-ARNT PAS-B/GST-TACC3 binding, luminescence; TACC3 fragment carries E629A point mutation | inhibition, % at 9.99 µM | actives 0.66% (n = 390,000) | AID 623870;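 active = mean inhibition of replicates at least 50% and at least half of replicates each reaching 50%; inconclusive = half or more replicates reach 50% but mean below 50%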;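 note: 0% = complete ARNT plus TACC3 wells and 100% = ARNT alone without TACC3; many hits fall short of the cut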
# PAX8 inh HTS: inhibitors of PAX8 transcriptional activity in RMG-I cells; RMG-I TPO-luciferase reporter, SteadyGlo, 24 h; inhibition, % at 12.6 µM; actives 1.2% (n = 360,000);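 active = mean replicate inhibition at least 60% with every replicate also reaching 60%; inconclusive = only one of the two criteria is met; inactive = mean below 60% and not all replicates reaching 60%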;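 note: luciferase light reporting Pax8 driven TPO promoter activity; plate controls were median of neutral control wells for no effect and mitoxantrone controls for full effect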
# GSIS activator: GLuc luminescence reporter in INS-1E cells, primary screen for activators of glucose-dependent secretion of insulin | INS-1E GLuc reporter insulin secretion, 2-3 h | activation, % at 16.6 µM | actives 0.61% (n = 370,000);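 active = lowest replicate activation of at least 40%, so every replicate reaches that level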;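 note: 0% = median of neutral control wells and 100% = median of IBMX positive control wells; some compounds called inactive have numbers as strong as hits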
# Cneo AK release: Cryptococcus neoformans lysis via adenylate kinase release. AID 651654. actives 0.2% (n = 360,000). lysis activity, % at 15 µM. C. neoformans lysis, adenylate kinase release luminescence, 4 h; normalised: neutral wells 0, clomiphene wells 100;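 active = mean lysis activity across replicates of at least 80%, whatever share of replicates individually reach that level; inactive = mean lysis activity below 80%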
#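 Assay system: C. neoformans cells. Amount: yeast cell density of 5 × 10^6 cells/mL. Technique: AK luminescence. Buffer or medium: YPD. Times: static 4 h at 37 °C with compound, 1 h detection. Dosing: single-point compound dose. Read-out: lysis from increased AK signal.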
# Active calls of the source: *; ? = inconclusive; · = not tested or not shown; & = joins results of further samples.
smiles,LGR2 antag,PGC1a acetyl inh,C2C12 statin,PglD DTNB,ARNT-TACC3 inh,PAX8 inh HTS,GSIS activator,Cneo AK release
CCC(=O)N(C)C[C@@H]1Oc2cc(C#Cc3cccnc3)ccc2S(=O)(=O)N([C@@H](C)CO)C[C@H]1C,2,1,19,1,11,11,20,2
COc1cccc(OCc2cc(C(=O)N(C)C3CC(C)(C)NC(C)(C)C3)no2)c1,8,-1,4,-1,-7,1,18,-3
CCc1cccc(NS(=O)(=O)c2ccc3c(c2)n(C)c(=O)n3C)c1,1,·,-8,0,-1,14,-44,-2
CC(C)C#Cc1ccc([C@H]2[C@H](CO)N3CCCCN(S(=O)(=O)Cc4ccccc4)C[C@@H]23)cc1,13,9,·,-3,17,2,-12,3
CN(CC(=O)Nc1ccccc1Cl)C(=O)COC(=O)Cc1c(F)cccc1Cl,4,·,11,-3,10,-8,11,6
Cc1cnc(SCc2cnc(C)nc2N)nc1,5,-3,4,0,-2,8,-3,-1
C=CCNc1nc(NCCCN2CCCC2=O)c2sc(-c3ccccc3)cc2n1,-7,-4,-84,-6,·,-1,2,1
COc1ccc(C(=O)O)cc1Nc1cc(C)nc2ncnn12,-7,-1,-12,3,7,12,9,1
COc1ccccc1N(CC(=O)Nc1ccc(S(=O)(=O)N2CCOCC2)cc1)S(C)(=O)=O,8,·,17,-6,0,10,-1,3
CCOc1ccc(N(CC(=O)NCCSCc2ccc(Cl)cc2)S(C)(=O)=O)cc1,8,-11,-7,0,-5,28,6,2
COc1ccc(NC(=O)N(C)C[C@@H]2Oc3cc(Br)ccc3S(=O)(=O)N([C@H](C)CO)C[C@H]2C)cc1,-3&12,-9&-16,3&16,-4&1,-4,10,5&-8,0&-5
COc1ccc2c3c(n(C)c2c1)[C@H](CO)N(C)CC31CN(S(=O)(=O)c2cccs2)C1,-15,5,·,·,·,12,-3,·
CCc1cccc(C)c1NC(=O)CCOc1ccccc1,9,1,-1,-4,-5,-13,-1,-1
COCc1ccc(CN2CCC(C(=O)Nc3cccc(-c4cccc(Cl)c4)c3)CC2)o1,6,-20,-19,-2,2,7,-24,6
COc1cc(C(C[N+](=O)[O-])c2c(-c3ccccc3)cc3ccccn23)cc(OC)c1OC (stereo not given),·,·,·,1,3,15,·,0
COc1cccc(CCNC(=O)CCc2nnc(-c3ccc4c(c3)OCO4)o2)c1,-1,-3,1,0,5,-23,-13,-1
CCOc1cc(/C=N/NC(N)=O)cc(Br)c1OCC(=O)Nc1ccccc1C,·,17,18,-3,-4,4,·,1
NC(=O)Cn1c(=O)n(CCCC(=O)NC2CCN(Cc3ccccc3)CC2)c(=O)c2ccccc21,·,2,·,2,17,·,·,0
CSc1ccc(C2(O)Cc3cccc[n+]3C2c2ccccc2)cc1 (stereo not given),-3,8,2,2,9,16,11,-1
O=C(CSc1nnc(-c2ccccc2)n1Cc1ccco1)Nc1ccc(S(=O)(=O)N2CCCC2)cc1,·,-16,-6,-1,-9,·,·,-1
CCCC#Cc1cnc2c(c1)C(=O)N([C@H](C)CO)C[C@@H](C)[C@@H](CN(C)C(=O)Cc1cccnc1)O2,-14,-7,12,0,-6,·,15,-5
O=C(O)/C=C/c1cccc(NC(=O)c2ccccc2)c1,5,-2,-4,0,-3,-23,-2,-4
CCN(Cc1nc2ccccc2c(=O)[nH]1)C(=O)COc1ccccc1-c1ccccc1,-2,5,-38,0,3,20,·,-1
CCOC1=C2CN(S(=O)(=O)c3ccc(C)cc3)[C@H](c3cccs3)C[C@H]2n2c(=O)n(-c3ccccc3)c(=O)n2C1,3,1,-12,10,·,16,16,3
O=C(C[C@H]1C=C[C@@H](NC(=O)c2ccc3c(c2)OCO3)[C@H](CO)O1)NC1Cc2ccccc2C1,-13,-2,-4,-2,-4,-17,3,2
CCc1ccc(N2C(=O)CC(N3CCN(c4ccccn4)CC3)C2=O)cc1 (stereo not given),-16,-6,-5,-3,-1,-1,-12,-3
C=CCN=C1CC(C)(C)CC(=O)/C1=C(/O)CCC(=O)OC,·,·,·,2,2,·,3,0
CCNc1oc(-c2cccc3ccccc23)nc1C#N,·,·,-2,0,-5,·,·,-6
CCS(=O)(=O)N1CCCC(C(=O)NC2CCCC2)C1 (stereo not given),·,-5,-8,-3,·,·,·,0
CC(=O)OC[C@@H]1CN(Cc2ccccc2)C[C@H](n2cnc3c(N4CCCC4)ncnc32)O1,-22,·,1,1,·,-7,8,1
Cc1nnc(Oc2ccccc2)c2ccccc12,7,3,·,3,-8,·,7,-1
O=S(=O)(c1ccc(NC(=S)N/N=C/c2cccc(Oc3ccccc3)c2)cc1)N1CCOCC1,-14,13,·,·,-3,6,0,·
CCn1c(=O)c(-[n+]2ccccc2)c(O)c2ccccc21,·,6,·,-4,-4,-1,·,0
N#CC(C#N)=Cc1cc2ccccc2nc1N1CCOCC1,17,-5,·,9,6,-12,-8,2
COC(=O)c1ccc(C2/C(=C(/O)c3ccc(Cl)cc3)C(=O)C(=O)N2C2CCS(=O)(=O)C2)cc1 (stereo not given),2,·,·,·,-5,0,11,·
CCOc1ccc(N(CC(=O)N2CCN(c3ccccc3OC)CC2)S(=O)(=O)c2ccc(F)cc2)cc1,6,-8,7,1,-2,23,-15,0
CCOc1ccc(NS(=O)(=O)c2ccc(C(=O)NCC(c3ccc(OC)cc3)N3CCOCC3)cc2)cc1 (stereo not given),1,·,·,·,0,17,-20,·
CC(C)C[C@H]1CNC(=S)N1C[C@H]1CCCN1C[C@H](CC(C)C)N1C[C@H](Cc2ccc(O)cc2)N(CCc2ccccc2)C1=S,10,7,7,0,·,26,-6,1
C[C@@H]1CN([C@@H](C)CO)C(=O)Cc2cc(N(C)C)ccc2O[C@@H]1CN(C)Cc1ccc(-c2ccccc2)cc1,8,-12,44,10,12,17,-12,-1
CCC(=O)Nc1ccc2c(c1)OC[C@H](C)N(Cc1ccccc1OC)C[C@H](C)[C@H](OC)CN(C)C2=O,-34,-8,-15,3,-4,-3,3,-3
C[C@@H]1CN([C@@H](C)CO)C(=O)c2cccc(NC(=O)c3nc4ccccc4s3)c2O[C@@H]1CN(C)C(=O)Nc1ccc2c(c1)OCO2,-1,5,-13,5,1,·,-14,0
COc1cccc(C2C(C(=O)c3cccs3)=C(O)C(=O)N2CCN2CCOCC2)c1OC (stereo not given),-8,2,-4,3,1,23,6,3
CCCN1C(=O)C(=O)c2cc(Cl)ccc21,1,4,0,-3,3,24,-11,0
Cn1cnnc1SCC(=O)NNC(=O)COc1ccc(Br)cc1,9,·,1,-6,-1,-9,7,0
C[C@H](O)C#Cc1cnc2c(c1)C(=O)N([C@@H](C)CO)C[C@H](C)[C@H](CN(C)Cc1cccc(F)c1)O2,0,-2,2,2,3,·,36,0
O=C(CN1CCN(S(=O)(=O)c2ccc(F)cc2)CC1)Nc1ccc(Cl)c(C(F)(F)F)c1,·,-17,·,1,-1,·,·,0
CCOC(=O)c1c(CC(C)C)csc1N,1,1,-2,-1,-11,14,5,-1
COc1ccc(CN(C(=O)c2cc3ccccc3oc2=O)C2CCCCC2)cc1OC,·,2,-3,1,0,-32,·,-3
CCC(=O)N(C)C[C@@H]1Oc2cc(-c3ccncc3)ccc2S(=O)(=O)N([C@@H](C)CO)C[C@@H]1C,-5,15,-24,5,-6,·,14,51
CC(c1ccon1)N(C)Cc1cn(Cc2ccccc2)nc1-c1ccc2c(c1)OCO2 (stereo not given),-7,·,·,·,11,3,-10,·
CC(=O)c1ccc(NC(=S)NC(=O)/C=C/c2ccco2)cc1,-43,-6,-37,0,-3,-40,4,0
O=C(O)c1cccc(N/N=C/c2ccc(OC(F)(F)F)cc2)c1,-9,-7,2,-6,5,20,0,-2
CCN1C(=O)N[C@@H](c2cccs2)C(C(=O)OC)=C1C,·,·,-4,-4,1,-79,·,-2
CCCOc1ccc(/C=C2/C(=O)ON=C2C)cc1Cl,-3,4,-2,-4,-4,-1,-6,-1
CC(=O)c1c(C)[nH]c(C(=O)Nc2cccc(C)n2)c1C,-6,-2,-1,-2,3,-105,-7,-3
CC1Cc2cc(S(=O)(=O)N3CCCCC3)ccc2N1C(=O)C1CCC1 (stereo not given),0,-5,-6,-1,13,3,24,1

# The listing continues.
smiles,LGR2 antag,PGC1a acetyl inh,C2C12 statin,PglD DTNB,ARNT-TACC3 inh,PAX8 inh HTS,GSIS activator,Cneo AK release
C=C(C)C1CC=C(C)/C(=N/Nc2ccccc2[N+](=O)[O-])C1 (stereo not given),-36,·,·,·,0,-7,-8,·
CCCCc1[nH]c(=O)c(C#N)c2c1CCCC2,-9,4,·,·,1,·,99*,·
CCC(C(=O)Nc1c2c(nn1C(C)(C)C)CS(=O)(=O)C2)c1ccccc1 (stereo not given),4,·,9,0,-4,-15,14,3
CNC[C@@H]1Oc2c(NC(=O)Nc3ccccc3)cccc2C(=O)N([C@H](C)CO)C[C@H]1C,-3,0,16,2,-9,8,6,-2
Cc1cc(C)n(/C(=C\N(C)C)C(=O)c2ccc(Cl)cc2)n1,-17,-3,1,0,0,-8,19,-3
COc1ccc(NC(=O)N(C)C[C@@H]2Oc3c(NC(=O)c4cc(C)nn4C)cccc3C(=O)N([C@@H](C)CO)C[C@@H]2C)cc1,-14,2,-1,0,-5,-2,11,-3
C=CCN1C(=O)N/C(=C/c2ccccc2OCC(=O)Nc2ccc(F)cc2)C1=O,-7,·,·,·,-2,22,2,·
O=C(COC(=O)Cc1ccsc1)Nc1ccc(Br)cc1,4,·,0,-9,-3,-12,22,0
O=C(CSc1nc2ccccc2s1)NNC(=O)Nc1ccc(Cl)c(Cl)c1,·,42,19,0,24,·,·,7
CC(O)CC(C(=O)NNc1ccccc1)C(=O)NNc1ccccc1 (stereo not given),6,3,0,·,1,-12,-4,·
COc1cccc(S(=O)(=O)N[C@H]2CC[C@H](CCn3cc(-c4ccccn4)nn3)O[C@@H]2CO)c1,19,-4,3,2,·,-1,3,-2
O=C(c1ccc2c3n(nc2c1)-c1ccccc1CO3)N1CCOCC1,·,4,-240,1,-11,·,·,-3
Cc1ccccc1S(=O)(=O)N1CC(=O)N2[C@@H](CO)[C@H](c3ccc(C#CC4CC4)cc3)[C@@H]2C1,-1,-5,·,·,·,6,7,·
C=CCNc1nc(C(=O)OCC(=O)Nc2cccc(SC)c2)cs1,-26,-18,6,-3,3,0,16,-2
Cc1noc(C)c1S(=O)(=O)Nc1ccc2c(c1)C(=O)N([C@H](C)CO)C[C@H](C)[C@@H](CN(C)S(=O)(=O)c1cccs1)OCCCC[C@H](C)O2,-4,4,-78,-3,-1,-12,-4,0
COc1cccc(C2(O)CCN(C(=O)C3CC3)CC2)c1,·,-9,?,-1,11,·,·,-1
OC1(CC#CCN2CCCCC2)c2ccccc2-c2ccccc21,-18,·,·,·,-4,39,8,·
CCOC(=O)C1(Cc2cccc(Cl)c2)CCCN(C(=O)CCC(=O)N(C)C)C1 (stereo not given),-1,·,·,·,1,-10,-9,·
